Screening results as filed in PubChem.
RPL19A-GFP yeast – alters RPL19A-GFP fluorescence in TOR pathway yeast screen | 330,000 tested, 0.3% active | S. cerevisiae RPL19A-GFP strain, flow cytometry, 3 h; stronger effect = lower value | percent response vs DMSO, % at 10 µM;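 active means percent response vs DMSO below 50%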;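 further: median channel GFP fluorescence of the barcoded RPL19A-GFP strain; ratio of sample median GFP to plate DMSO average so 100% = DMSO; lower means less RPL19A-GFP as with rapamycin TOR inhibition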
MEP2-GFP yeast – modulators of TOR pathway MEP2-GFP in S. cerevisiae; S. cerevisiae MEP2-GFP strain, flow cytometry GFP, 3 h; 100% = DMSO control level; GFP response vs DMSO, % at 10 µM; 330,000 tested, 0.51% active; AID 2016;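 active means GFP response versus DMSO above a set limit, roughly screen mean plus 3 SD, cut at about 180% in these data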;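 further: median GFP fluorescence of the barcode-gated MEP2-GFP cells per well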
AGP1-GFP MLPCN – modulators of TOR pathway AGP1-GFP in S. cerevisiae; S. cerevisiae AGP1-GFP multiplex flow cytometry, 3 h; GFP as percent of DMSO wells; GFP response vs DMSO, % at 10 µM; 320,000 tested, 0.02% active;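 active means GFP response relative to DMSO above a set limit, near screen average plus 3 SD, cut at about 150% in these data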;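 further: median GFP channel fluorescence of the gated AGP1 strain per well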
LAP4 TOR yeast – alters LAP4-GFP fluorescence in TOR pathway yeast screen | GFP response vs DMSO, % at 10 µM | S. cerevisiae LAP4-GFP multiplex, flow cytometry GFP, 3 h; median GFP as percent of DMSO wells | 320,000 tested, 0.34% active;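 active means GFP response vs DMSO above a set limit, about the screen mean plus 3 SD, cut at about 150% in these data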
CIT2 TOR yeast – modulators of TOR pathway CIT2-GFP in S. cerevisiae | S. cerevisiae CIT2-GFP strain, flow cytometry, 3 h; 100 means same as DMSO wells | GFP response vs DMSO, % at 10 µM | 320,000 tested, 0.065% active | AID 2029;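 active means GFP response relative to DMSO above a set limit, near the screen mean plus 3 SD, cut at about 150% in these data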;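 further: ratio of well median GFP fluorescence to mean of DMSO wells on the plate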
GRK2 inh – inhibitors of human GRK2 displacing RNA aptamer; P25098; bead flow cytometry, FAM-aptamer displacement from GRK2; inhibition of aptamer binding, % at 10 µM; 330,000 tested, 0.59% active; AID 488847;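 active means inhibition of aptamer binding above 40%, roughly 3 SD of noise, on plates passing a quality check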;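 further: median bead fluorescence of bound FAM aptamer so fluorescent compounds give negative values; no value below 0 was filed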
JMJD2C inh – human JMJD2C demethylase inhibition. inhibition, % at 2.35 µM. Q9H3R0. GST-JMJD2C(1-420) H3K9me3 demethylation, DELFIA europium. 330,000 tested, 0.069% active;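 active means more than half of a compound's replicate wells show inhibition beyond 50%, single wells judged on their own value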;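 further: signal counts dimethyl H3K9 product captured on neutravidin plate; 0% = median of DMSO wells and 100% = 0.3 times that DMSO median; strong numbers were not always called active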
Target sequence (Q9H3R0 1-420 limits assumed): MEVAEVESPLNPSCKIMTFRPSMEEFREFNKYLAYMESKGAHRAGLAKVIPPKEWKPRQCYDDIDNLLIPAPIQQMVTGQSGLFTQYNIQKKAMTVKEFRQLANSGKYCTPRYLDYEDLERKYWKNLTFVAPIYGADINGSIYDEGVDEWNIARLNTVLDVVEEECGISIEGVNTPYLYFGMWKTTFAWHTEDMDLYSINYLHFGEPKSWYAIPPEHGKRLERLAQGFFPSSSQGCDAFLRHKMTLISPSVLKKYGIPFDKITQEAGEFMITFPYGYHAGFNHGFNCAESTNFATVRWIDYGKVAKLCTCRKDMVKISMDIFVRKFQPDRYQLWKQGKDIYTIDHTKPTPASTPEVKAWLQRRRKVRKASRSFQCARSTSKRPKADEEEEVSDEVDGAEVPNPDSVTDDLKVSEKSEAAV
VLA-4 inh – inhibition in a human VLA-4 binding assay. P13612. VLA-4 expressing cells, ligand binding flow cytometry. inhibition, % (about 7 µM as worked out from the volumes in the protocol). 330,000 tested, 0.2% active. AID 2557; in the data active means inhibition above about 50%
* hit, by the source's call; i = inactive; . = not tested or not shown.

SMILES	RPL19A-GFP yeast	MEP2-GFP yeast	AGP1-GFP MLPCN	LAP4 TOR yeast	CIT2 TOR yeast	GRK2 inh	JMJD2C inh	VLA-4 inh
N=C1C(c2nc3ccccc3[nH]2)=C(O)CN1c1ccc(CC(=O)O)cc1	101	104	100	101	103	4	-9	-17
COc1ccccc1NC(=O)c1c([N+](=O)[O-])cnn1C	103	104	108	101	101	0	i	2
CC(C)c1ccc(N)c(S(=O)(=O)O)c1	98	99	103	104	102	0	6	11
C=CCNC(=O)c1ccccc1NC(=O)c1ccccc1C	90	93	90	86	89	1	18	13
O=C(CN1CCN(Cc2ccccc2)CC1)N/N=C\C=C/c1ccco1	99	101	95	97	92	0	-4	-1
COC(=O)Nc1ccc2c(c1)N(C(=O)CCCl)c1ccccc1S2	98	109	92	100	97	0	3	-89
Cc1ccc(-n2cc[nH]c2=S)c(C)c1	101	104	103	105	103	3	-8	-3
COc1ccc2[nH]cc(CCNC(=O)Cc3ccc(Cl)cc3)c2c1	104	108	98	94	102	0	5	9
Cc1ccc(NC(=O)C2CC2)cc1S(=O)(=O)N1CCOCC1	95	98	96	90	98	0	0	11
O=C(NCCSCc1ccco1)Nc1cccc(Cl)c1	107	94	70	99	65	0	-6	20
N#C/C=C1\n2c(nc3ccccc32)OC12CCCCC2	98	96	82	91	83	0	-12	-1
CC(=O)C1=C(O)C(=O)N(CCC(=O)O)C1c1ccccc1[N+](=O)[O-] (stereo not drawn)	97	97	99	105	96	1	0	1
CCOc1ccccc1-c1nc(-c2cc3ccc(C)cc3[nH]c2=O)no1	99	98	96	98	94	1	-10	-1
Cc1c(C(=O)N(C)CCOc2ccccc2)oc2c(Cl)cccc12	98	99	98	108	89	0	-8	6
COc1ccc(C(Sc2ccccc2)c2ccccc2)cc1OC (stereo not drawn)	99	94	82	105	71	0	2	8
COc1ccc(Nc2nc(NCCO)nc(N3CCCC3)n2)cc1	94	89	78	123	67	2	-2	7
CCOc1ccc(C(=O)OC2CCCN(C)C2)cc1 (stereo not drawn)	96	97	96	88	104	0	-9	8
COC(=O)C1=C(C)N(CCc2c[nH]c3ccccc23)C(=O)/C1=C\N(C)C	94	92	94	94	100	6	-2	-4
CN(c1ccccc1)S(=O)(=O)c1cccc(NC(=O)c2ccc3ncsc3c2)c1	100	92	100	111	86	0	-4	1
CCOC(=O)c1sc(NC(=O)c2ccccc2OCC)nc1C	99	109	105	107	103	0	27	4
Cc1ccc(C(=O)N/N=C\c2ccccn2)cn1	97	103	102	105	95	2	-3	8
O=C(Cc1cccs1)Nc1nc(-c2ccc(F)c(F)c2)cs1	104	111	102	124	101	0	3	9
Cc1ccc(S(=O)(=O)N2CCN(c3ccc([N+](=O)[O-])c(NCCN4CCOCC4)c3)CC2)cc1	99	105	100	100	101	6	-5	-7
COc1ccc(OCc2nc(N)nc(Nc3ccc(C)cc3)n2)cc1	97	95	90	108	87	2	-6	-4
Cc1ccc(C)n1-c1ccsc1C(=O)CC#N	103	90	91	92	75	5	-30	8
CC1=C(C(N)=O)C(c2cccnc2)n2nc(SCc3ccccc3Cl)nc2N1 (stereo not drawn)	98	97	102	102	103	1	0	7
C/C(O)=C(/C#N)c1nc2ccccc2[nH]1	103	105	105	106	103	0	1	1
Cc1ccc(-n2nc3c(=O)n(CC(=O)NCc4ccccn4)nc(C)c3c2C)cc1	93	89	91	78	87	0	-6	-4
O=C(CN1C(=O)CSc2ccccc21)N/N=C/c1ccco1	101	105	106	107	94	4	8	3
CSCc1ccc(C(=O)NC2CC(C)(C)Cc3c2cnn3-c2ccc(F)cc2)o1 (stereo not drawn)	98	91	103	95	96	0	-12	3
COc1cccc(-c2nc(CS(=O)(=O)CC(=O)NCCc3ccc(C)cc3)c(C)o2)c1	97	100	98	83	103	3	36	18
CCC1C(=NO)C(CC)C(c2ccccc2)NC1c1ccccc1 (stereo not drawn)	100	95	104	100	100	0	2	6
O=C(C[C@H]1C/C=C\C[C@@H](Cc2ccc(F)cc2)C(=O)OC[C@@H]2CCCN2C1=O)NCCO	100	100	103	99	100	0	-1	11
CCOC(=O)c1c(NC(=S)Nc2ccccc2)sc2c1CCN(CCc1ccccc1)C2	102	109	108	105	107	23	-2	-82
COC(=O)c1cc(=O)n(Cc2cccs2)c(=Nc2ccccc2)s1	97	97	99	120	91	3	-1	6
COC(=O)COc1ccc(S(=O)(=O)Nc2ccc(C(N)=O)cc2)cc1Cl	99	105	98	103	96	2	-11	4
COc1ccc(C2=NS(=O)(=O)N(C)C(C(=O)NCc3cccs3)=C2)cc1OC	100	101	102	102	104	4	8	11
COc1cc2c(cc1OC)/C(=C/C(=O)N1CCOCC1)NC(C)(C)C2	102	102	105	96	106	1	-6	-8
Cc1ccc2nc(SCC(=O)c3ccc(Cl)cc3)nc(=O)n2c1	101	105	107	103	103	0	5	3
CCCC(=O)N1CC(=O)Nc2ccc(C)cc2C1c1ccc(F)cc1 (stereo not drawn)	102	138	101	101	102	0	-7	8
Cc1ccc(-c2cc(C(=O)N/N=C/c3ccco3)n[nH]2)s1	94	110	106	121	96	0	-3	5
CCN(CC)CCCN1C=C2C(=O)C(C)(OC(=O)CCc3ccccc3)C(=O)C=C2C=C1c1ccc(C#N)cc1 (stereo not drawn)	115	105	102	104	93	8	-2	-20
CCn1c(-c2cccc(S(=O)(=O)N3CCCC3)c2)n[nH]c1=S	100	99	108	104	111	2	-6	-3
CCC(C)(C)n1nnnc1C(c1ccccn1)N1CCCCC1 (stereo not drawn)	93	99	96	93	108	0	0	-5
CCOC(=O)c1cc2c(=O)n3cccc(C)c3nc2n(CC2CCCO2)c1=NC(C)=O (stereo not drawn)	88	92	93	93	98	4	-6	11
Cc1nn(S(=O)(=O)N2CCOCC2)c(C)c1Br	104	101	110	110	100	0	4	0
COc1ccc(CNC(=O)c2nn(C)c3c2CS(=O)(=O)c2ccccc2-3)cc1	97	96	102	106	106	3	-2	0
C[n+]1c2n(c3ccccc31)N=C(c1ccc(Cl)cc1)CS2	95	95	98	91	95	1	-2	13
C=CCOC(=O)C1=C[C@H](c2cn(C(C)=O)c3ccccc23)C[C@H](OCc2ccc(CO)cc2)O1	101	109	102	98	99	0	1	30
CCCCn1c(=O)[nH]c(=O)c2c1nc(-c1ccc(OC(F)F)c(OC)c1)n2C	102	101	105	99	107	1	7	1
CCOc1ccc(N2CC(C(=O)N3CCCC3)CC2=O)cc1 (stereo not drawn)	106	101	102	98	101	0	-12	9
Cc1ccc(C)c(-n2c(SCC(=O)N3CCC(C(=O)O)CC3)nnc2-c2cccc(Cl)c2)c1	94	67	88	107	96	2	12	8
COc1ccccc1-n1c(SCC(=O)OC(C)C)nc2cccnc21	98	93	112	106	103	4	1	0
COc1ccc(C)cc1S(=O)(=O)N1CCCC(C(=O)NC2CC2)C1 (stereo not drawn)	101	93	105	90	99	1	-6	4
CCCCn1c(N)c(N(CCOC)C(=O)c2ccc(N3C(=O)CCC3=O)cc2)c(=O)[nH]c1=O	98	99	105	108	105	5	4	1
Clc1cc2c(cc1/C=N/Nc1nc(N3CCOCC3)nc(N3CCOCC3)n1)OCO2	98	98	100	104	99	0	-16	5
CC1(C)Cc2c(sc(NC(=O)C(=O)N3CCCCC3)c2C(=O)O)CO1	95	95	95	96	94	6	6	-8
CCOc1ccc(/C=N/OCC(=O)NCc2ccc3c(c2)OCO3)cc1OC	96	95	95	93	95	3	-5	0
Cc1ccc(S(=O)(=O)N2CCCC(C(=O)NCc3ccc4c(c3)OCO4)C2)cc1 (stereo not drawn)	104	101	100	94	97	0	1	0
CSc1ccc(/C=C/C(=O)OCC(=O)NCC2CCCO2)cc1 (stereo not drawn)	95	92	97	97	86	2	.	9

Remaining list, next part
SMILES	RPL19A-GFP yeast	MEP2-GFP yeast	AGP1-GFP MLPCN	LAP4 TOR yeast	CIT2 TOR yeast	GRK2 inh	JMJD2C inh	VLA-4 inh
CC(C)C1CC(CCN)(c2ccccc2)CCO1 (stereo not drawn)	101	101	102	92	95	0	-21	1
CCOc1ccc2[nH]c(=O)c(CN(CCCN3CCOCC3)Cc3nnnn3Cc3ccc(OC)cc3)cc2c1	97	95	98	102	88	0	10	4
COCC(C)n1c(SCC(=O)NC(=O)Nc2ccc3c(c2)OCCO3)nc2ccccc2c1=O (stereo not drawn)	98	100	100	101	101	0	-6	11
Cc1ccc(NC(=O)c2ccc(CNS(=O)(=O)c3cccc(C(F)(F)F)c3)cc2)cc1	99	103	93	91	93	1	-4	17
Cc1csc(SCC(=O)NC2CCC(C)CC2)n1 (stereo not drawn)	103	100	99	100	94	0	-14	0
COc1ccccc1N(C)S(=O)(=O)c1ccc(C(=O)OCC(N)=O)cc1	96	96	108	108	102	0	-1	-2
O=C(CSc1ccc2nnc(-c3ccc(F)cc3)n2n1)NCc1ccco1	98	102	100	96	101	0	7	7
